TSHR antagonist – human thyrotropin receptor antagonism; P16473; 330,000 tested, 0.2% active; TSHR-expressing cells, TSH-stimulated cAMP HTRF, 2 h; active compounds read low; activity change, negative = inhibition, % at 11.5 µM;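 active means activity change below a set negative limit, meaning inhibition stronger than a set level, cut at about -70% in these data; inconclusive means activity change between two set negative limits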; further: on the % scale 0 is the no-effect control and ±100 the full control effect
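Freshly harvested TSHR cells receive pin-tooled compound, then EC80 TSH at 4nM final. After 2 hours at 37 deg C, antibody in lysis buffer and cAMP-d2 are added; 30 minutes at ambient temperature precede the HTRF read.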
USP2a block – USP2a (human) protease inhibition | O75604 | USP2 core, Ub-CHOP2 coupled fluorogenic reporter, 485/531 | Potency, µM (doses to about 38.3 µM), for the others: at the highest dose activity change, negative = inhibition, usual class: inhibitors | 330,000 tested, 0.01% active | AID 463254;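 further: potency means the concentration at half of the fitted maximal effect; plate controls were DMSO wells for no effect and full inhibition by NEM control for full effect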
Target sequence (O75604 whole entry, looked up): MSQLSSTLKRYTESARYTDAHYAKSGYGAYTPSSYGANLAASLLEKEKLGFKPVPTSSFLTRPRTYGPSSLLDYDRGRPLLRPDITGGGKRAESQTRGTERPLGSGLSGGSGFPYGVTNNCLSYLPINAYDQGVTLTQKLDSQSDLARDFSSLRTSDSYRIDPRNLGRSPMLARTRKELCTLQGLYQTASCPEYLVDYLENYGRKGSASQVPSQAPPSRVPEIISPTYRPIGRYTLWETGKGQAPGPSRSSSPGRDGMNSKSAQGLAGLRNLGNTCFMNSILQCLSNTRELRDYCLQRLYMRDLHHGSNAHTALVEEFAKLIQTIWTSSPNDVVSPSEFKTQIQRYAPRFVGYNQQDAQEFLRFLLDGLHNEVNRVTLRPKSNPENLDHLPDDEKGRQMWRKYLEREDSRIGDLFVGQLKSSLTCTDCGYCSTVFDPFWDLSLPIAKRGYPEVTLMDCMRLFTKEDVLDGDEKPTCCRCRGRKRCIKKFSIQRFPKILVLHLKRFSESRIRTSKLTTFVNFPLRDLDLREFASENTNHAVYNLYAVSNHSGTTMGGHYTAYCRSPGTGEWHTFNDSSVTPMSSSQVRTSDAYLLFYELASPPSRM
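Cell-free coupled assay: 10nM USP2 core preincubated 30min RT with compound in Tris-HCl pH 8.0/CaCl2/CHAPS buffer, then 25nM Ub-CHOP2 and 25nM reporter substrate; fluorescence (Ex 485/Em 531) read after 60min RT, normalized to NEM inhibition, concentration-response curves fitted.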
KCNH2 3.1 inh – inhibitors of human KCNH2 3.1 potassium channel isoform | 340,000 tested, 0.95% active | U2OS KCNH2 3.1, thallium flux FluxOr; active compounds read low | activity change, % (tested at about 1.8 µM);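 active means maximum activity change below -70%; inconclusive means maximum activity change from -70% to -50%; inactive means maximum activity change above -50%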;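 further: thallium influx rate constant from kinetic fluorescence after stimulation buffer; on the % scale 0 is the no-effect control and ±100 the full control effect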
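Channel expression came from 3.1 mutant virus (1.77 x 10^8 /mL) applied to suspended U2OS cells for 4 h. Flux was tracked with FluxOr dye plus Red40 quencher, and kinetic rate constants normalized to controls.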
ELG1 repair inh – inhibitors of ELG1-dependent DNA repair in HEK293T cells; HEK293T ELG1-luciferase reporter, luminescence, 16 h; DNA damage induced by 5-fluorouridine; Potency, µM (top dose mostly 46.1 µM), inactives show at the top dose activity change, negative = inhibition, usual class: inhibitors; 330,000 tested, 2.3% active; further: potency means the concentration at half of the fitted maximal effect; on the % scale 0 is the no-effect control and ±100 the full control effect; nearly all actives have a fitted effect of over 55% in size
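5-Fluorouridine DNA damage + compound/DMSO, 2,000 cells/well, 16 h, 37 °C/5% CO2. ONE-Glo, 30 min RT, luminescence. Readout = decrease in reporter signal.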
Eya2 inh – Eya2 (human) phosphatase inhibition. O00167. AID 488837. 330,000 tested, 0.006% active. Potency, µM (highest dose often 76.9 µM), for the others: at the top dose activity, negative = inhibition, most hits filed as inhibitors. recombinant Eya2, OMFP fluorescence dephosphorylation (OMFP is methylfluorescein phosphate); further: potency means the concentration at half of the fitted maximal effect; on the % scale 0 is the no-effect control and ±100 the full control effect
Target sequence (O00167 whole entry, looked up): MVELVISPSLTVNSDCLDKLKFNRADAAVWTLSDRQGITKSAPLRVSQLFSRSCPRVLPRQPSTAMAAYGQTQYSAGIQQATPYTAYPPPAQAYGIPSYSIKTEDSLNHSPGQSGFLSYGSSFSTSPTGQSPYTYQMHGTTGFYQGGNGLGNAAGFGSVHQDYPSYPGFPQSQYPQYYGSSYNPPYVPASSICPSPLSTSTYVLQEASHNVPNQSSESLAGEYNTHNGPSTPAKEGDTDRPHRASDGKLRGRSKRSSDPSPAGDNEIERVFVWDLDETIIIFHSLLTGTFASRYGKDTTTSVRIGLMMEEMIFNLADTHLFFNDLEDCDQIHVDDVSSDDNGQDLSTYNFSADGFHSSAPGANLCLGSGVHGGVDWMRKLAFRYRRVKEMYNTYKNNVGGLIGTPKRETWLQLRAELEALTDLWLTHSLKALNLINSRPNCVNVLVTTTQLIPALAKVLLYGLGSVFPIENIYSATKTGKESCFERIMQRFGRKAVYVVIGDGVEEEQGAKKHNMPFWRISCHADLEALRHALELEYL
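Eya2 (0.2 uM) preincubated 10 min at ambient with compound, then OMFP substrate added at 50 uM; 10 min reaction in 50 mM HEPES pH 7.5, 50 mM NaCl, 5 uM MgCl2, 0.05% BSA, 1 mM DTT. Fluorescence read at Ex 485/Em 525 nm.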
TRPV1 agonist – activates the human vanilloid receptor TRPV1; Q8NER1; TRPV1-expressing cells, Fluo-8 calcium influx, agonist mode; activation, % at 8.33 µM; 320,000 tested, 0.19% active; AID 540275; in the data active means activation above about 80%; inconclusive means between about 30% and that limit; further: 0% is about no effect
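Fluo-8 calcium influx in TRPV1-expressing cells, kinetic read (ex 480/em 520 nm). Compound added and read 3 min for agonist activity, followed by capsaicin at EC20 final and 2 min further read for enhancement.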
hERG WT inh – blocks the wildtype human KCNH2 potassium channel; 340,000 tested, 0.37% active; activity change, % at 1.84 µM; U2OS, BacMam KCNH2, thallium flux FluxOr; active compounds read low; Q12809;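 active means maximum activity change below -70%; inconclusive means maximum activity change between -70% and -50%; inactive means maximum activity change above -50%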; further: on the % scale 0 is the no-effect control and ±100 the full control effect
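U2OS cells transduced with wild-type KCNH2 virus are loaded with FluxOr dye for 45 min, and thallium flux is measured in kinetic reads before and after stimulation buffer. Rate constants are normalized to DMSO controls.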
TCR act – activators of T cell receptors | Potency, µM (series often up to 9.22 µM), inactives show at the top dose activation of IL-2 secretion, actives largely listed as activators | 330,000 tested, under 10 active | primary human leukocytes, anti-CD3, IL-2 HTRF, 48 h; further: % of control where 0% means no effect
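Primary human leukocytes were stimulated with a-CD3 beads plus compounds for 48 hr without co-stimulation; secreted IL-2 was quantified by HTRF using a-IL-2-K (europium cryptate) and a-IL-2-d2, excited at 320nm with acceptor emission read at 665nm.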
Mito fusion yeast – blocks mitochondrial division or promotes mitochondrial fusion; S. cerevisiae fusion-defective mutant growth rescue, CellTiterGlo 48 h; Potency, µM (series often up to 46.1 µM), inactives show top-dose growth rescue (activation), actives largely listed as activators; 320,000 tested, 0.23% active; AID 485298;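 further: potency means the concentration at half of the fitted maximal effect; % of control where 0% means no effect; nearly all actives have a fitted effect of over 45% in size; temperature-sensitive fusion mutants such as fzo1-1 at 37 °C on non-fermentable ethanol glycerol medium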
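Luminescent cell viability in 1536-well qHTS format served as the measure of rescued growth in ts fusion-mutant S. cerevisiae cultured on non-fermentable YPEG for 48 hours at 37C.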
A-T KAP1 phos – candidate therapy for ataxia-telangiectasia; […] A-T fibroblasts, KAP-1 phosphorylation AlphaLISA; neocarzinostatin DNA damage 30 min before lysis; Potency, µM (highest dose often 57.5 µM), for inactives: at the top dose activation, actives largely listed as activators; 320,000 tested, 0.19% active; further: potency means the concentration at half of the fitted maximal effect; % of control where 0% means no effect; nearly all actives have a fitted effect of over 45% in size
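ATM-like activity read as KAP-1 phosphorylation via AlphaLISA donor/acceptor antibody pairs after lysis and 6 hr at 25C. Cells were ATM-null patient fibroblasts ([…], hTERT), dosed 60 min, then exposed to the DSB inducer NCS for 30 min.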
An asterisk follows results filed as active; ? = inconclusive; . = not tested or not shown; [ ] = dose if it differs, or a comment. Unless noted, the call rests on the fitted dose curve; in most records, active means well fitted curve in the direction sought with a large enough effect; inconclusive means small, poorly fitted or top-dose-only effect, or another doubt; inactive means no such curve, though single readings can be large; an effect the other way counts as inactive or inconclusive.

SMILES	TSHR antagonist	USP2a block	KCNH2 3.1 inh	ELG1 repair inh	Eya2 inh	TRPV1 agonist	hERG WT inh	TCR act	Mito fusion yeast	A-T KAP1 phos
COc1cc(C(=O)Nc2ccc(S(=O)(=O)Nc3cnc4ccccc4n3)cc2)cc(OC)c1OC	-4	3%	2	?	6%	-4	27	-9%	5%	17%
NCC(O)(c1ccc(Cl)cc1)c1ccc(Cl)cc1	-2	-2%	7	-15%	0%	10	.	-3%	-5%	-1%
O=C(CN1CCC(NC(=O)c2ccccc2Cl)CC1)NCc1ccccc1	-3	3%	-1	?	-4%	0	5	13%	0%	6%
COCCC(=O)N1CCC(Oc2ccc(C(=O)N3CCC[C@H]3CO)cc2)CC1	11	1%	26	14%	5%	-6	-3	0%	2%	-2%
CCCCNC(=O)CN1C(=O)c2cccc(N)c2C1=O	19	12%	2	12%	5%	2	-6	-4%	-4%	10%
O=C(NCC1CCCO1)c1ccc(Br)o1 (stereo not drawn)	-5	3%	4	12%	2%	3	2	10%	-4%	-4%
O=C(CSc1nccn(-c2ccc(Br)cc2)c1=O)NC1CCCC1	-1	1%	12	5%	15%	2	-2	1%	4%	1%
COc1ccc(NCC(=O)N/N=C/c2c(C)nn(Cc3ccccc3)c2Cl)cc1	6	1%	-1	?	-3%	10	3	8%[46.1 µM]	2%	2%
CC(C)(C)c1ccc(C(=O)c2cn[nH]c2-c2ccccc2O)cc1	-11	0%	-16	?	-3%	5	1	6%	?	-3%
COc1ccc(C(=O)NCc2ccc3c(c2)OCO3)cc1	20	1%	2	15%	18%	14	-6	.	5%	-7%
O=C(Cc1cn2ccsc2n1)Nc1ccccn1	0	-7%	-9	26%	2%	2	-8	5%	0%	-13%
COc1cccc(NS(=O)(=O)c2ccc(-c3coc(C)n3)cc2)c1	-16	2%	-8	-29%	7%	18	-10	-3%	1%	6%
O=C(COC(=O)CNC(=O)c1ccccc1Cl)Nc1ccccc1Cl	2	0%	.	?	15%	-1	.	0%	0%	10%
COc1cc(C(=O)NNC(=O)c2cccc(Cl)c2)ccc1OCC(=O)N1CCOCC1	-11	-2%	-1	11%	-9%	-2	6	7%	-2%	-11%
COCC(=O)N1CCC(Oc2ccc(C(=O)N3C[C@@H](C)O[C@@H](C)C3)cc2)CC1	6	3%	-8	17%	-8%	-1	-9	1%	1%	12%
Cc1ccc(NC(=O)CN(C)C(=O)CSc2nc3ccccc3c(=O)n2Cc2ccco2)cc1	0	2%	0	?	-9%	5	-3	3%	2%	-5%
Cn1c(SCCOc2ccc(F)cc2)nnc1-c1ccncc1	4	-19%	0	6%	-5%	3	6	13%	5%	4%
Cc1ccc(S(=O)(=O)N/N=C/c2cccc(OC3CSC3)c2)cc1	15	1%	9	4%	2%	-1	-8	0%[46.1 µM]	13%	-2%
COc1cc(NC(=O)c2[nH]c(C)c(C(C)=O)c2C)cc(OC)c1OC	-3	-1%	-8	3%	5%	0	7	-6%	1%	3%
Cc1ccc(S(=O)(=O)Nc2ccccn2)cc1[N+](=O)[O-]	12	0%	-3	1%	8%	0	-6	7%	-7%	-11%
N/C(=N\OC(=O)CCCCCN1C(=O)c2ccccc2C1=O)c1ccccn1	2	1%	4	15%	-6%	6	4	.	7%	0%
ON=C1c2cc(OCCN3CCCCC3)ccc2-c2ccc(OCCN3CCCCC3)cc21	1	3%	-20	5%	14%	0	-5	-5%	2%	8%
CN1CCN(c2ccccc2NC(=O)COc2ccccc2)CC1	-7	4%	5	-15%	6%	8	22	2%	0%	1%
COc1cc(C)c(S(=O)(=O)n2ccc(C)n2)cc1C	13	-1%	-5	8%	-5%	11	-4	1%	10%	.
Cc1ccc(C(=O)Nc2cccnc2)cc1S(=O)(=O)N1CCOCC1	2	2%	-2	0%	30%	-1	5	-2%	0%	13%
CC(=O)Nc1ccc(NC(=O)C/C(C)=N/NC(=O)COc2cc(C)c(Br)cc2Br)cc1	15	-1%	4	-23%	-5%	2	-2	1%	-3%	1%
CN1C(C(=O)NCc2ccc(OC(F)(F)F)cc2)CC2Cn3c(nc4cc(Cl)c(Cl)cc43)C21 (stereo not drawn)	8	-3%	-79*	?	-10%	24	?	4%	4%	-9%
COc1ccc(C2c3ccc4ccccc4c3Oc3ncn(CCCO)c(=N)c32)cc1OC (stereo not drawn)	18	-1%	-6	-1%	6%	0	4	-1%	-3%	40µM*
CCOC(=O)Cc1csc(SCc2nc3ccccc3c(=O)[nH]2)n1	-3	1%	11	-12%	2%	0	0	-3%	1%	0%
c1ccc(-c2ccn3nnnc3n2)cc1	-13	-1%	-5	?	-25%	-1	11	-4%[46.1 µM]	-3%	7%
CCCN(CC1CC1)C(=S)Nc1ccc(C(C)=O)cc1	-1	-1%	3	26%	-5%	0	-2	1%	14%	-5%
CN(C)C(CNC(=O)c1ccc(S(=O)(=O)NCc2ccco2)cc1)c1ccccc1 (stereo not drawn)	-3	2%	-10	-22%	4%	-2	20	-9%[46.1 µM]	-3%	-7%
CN1CCN(C(=O)c2ccc3c(c2)N(Cc2ccc(F)cc2)C(=O)c2ccccc2S3=O)CC1 (stereo not drawn)	-5	0%	-37	?	15%	-3	12	1%	-4%	-9%
Cn1cc[n+](C)c1COc1ccc(C=O)cc1	-1	1%	7	0%	4%	0	-2	-4%	1%	4%
Cc1ccc(S(=O)(=O)N2CCOCC2)cc1NC(=O)CSc1nnc2n1CCCCC2	.	3%	3	14%	7%	.	-15	3%	.	-22%
C[C@H]1CN([C@@H](C)CO)C(=O)c2cccc(NC(=O)c3cnccn3)c2O[C@@H]1CN(C)C(=O)Nc1ccc2c(c1)OCO2	-9	4%	-2	?	-9%	.	-28	-8%	.	4%
CC1=NN(C(=O)COc2ccc(C)c(C)c2)C(O)(c2ccc(Cl)cc2)C1 (stereo not drawn)	-3	1%	16	-2%	-6%	3	9	1%[46.1 µM]	15%	-8%
COc1ccc(CN=C2NC(=O)CC(C(=O)Nc3ccc([N+](=O)[O-])cc3C)S2)cc1 (stereo not drawn)	-4	1%	?	-28%	5%	1	-4	-7%[46.1 µM]	-5%	-4%
Cc1ccc(S(=O)(=O)N(CC(=O)N/N=C/c2cccc3c2OCCO3)c2ccccc2F)cc1	-12	-1%	-2	-18%	-14%	7	-4	-2%	0%	-4%
Cc1ccc(S(=O)(=O)N(C)C)cc1NC(=O)COC(=O)c1ccc2ccccc2n1	-4	-2%	1	13%	16%	1	2	10%	2%	24%
Cc1c(NC(=O)C2C3C=CC(C3)C2C(=O)O)c(=O)n(-c2ccccc2)n1C (stereo not drawn)	-8	0%	2	0%	15%	-2	6	-15%	1%	-7%
CCN(C(C)=O)c1nc(CSc2nnc(NC(C)C)s2)cs1	-2	0%	-14	3%	-12%	10	7	-1%	0%	-2%
CCOC(=O)N1CCN(CC(=O)Nc2cc(OCC)ccc2OCC)CC1	2	-1%	16	?	-24%	16	3	-2%[46.1 µM]	14%	-3%
COc1ccc(Cn2c(SCc3ccc(C)cc3)nc3cc(OC)c(OC)cc3c2=N)cc1Cl	-10	0%	1	?	9%	-3	-2	-1%	-29%	8%
COc1ccc(NC(=O)C2C3C=CC4(O3)C2C(=O)N(CCCN2CCCCC2)C4C(=O)NC2CCCC(C)C2C)cc1 (stereo not drawn)	-1	-4%	20	9%	-6%	3	0	0%	-7%	1%

Exported with values under each structure: 2 of the compounds above
The line under a structure holds: TSHR antagonist, USP2a block, KCNH2 3.1 inh, ELG1 repair inh, Eya2 inh, TRPV1 agonist, hERG WT inh, TCR act, Mito fusion yeast, A-T KAP1 phos
CCOC(=O)N1CCN(CC(=O)Nc2cc(OCC)ccc2OCC)CC1
    2, -1%, 16, ?, -24%, 16, 3, -2%[46.1 µM], 14%, -3%
COc1ccc(Cn2c(SCc3ccc(C)cc3)nc3cc(OC)c(OC)cc3c2=N)cc1Cl
    -10, 0%, 1, ?, 9%, -3, -2, -1%, -29%, 8%

Further results.
SMILES	TSHR antagonist	USP2a block	KCNH2 3.1 inh	ELG1 repair inh	Eya2 inh	TRPV1 agonist	hERG WT inh	TCR act	Mito fusion yeast	A-T KAP1 phos
CCCCc1c(O)nc(SCC(=O)c2ccccc2)n(-c2ccccc2C)c1=O	-3	-2%	6	-2%	-25%	0	-6	-1%	4%	-2%
O=C(NCc1cccnc1)c1cc(-c2ccccc2)on1	-4	-1%	13	?	-8%	9	10	2%	-1%	-2%
Cc1cc(C)c(C(=O)COC(=O)c2ccc([N+](=O)[O-])o2)cc1C	19	-6%	7	-5%	-17%	12	3	-1%	6%	16%
Cc1cccc2cc(CNCc3ccccc3)c(Cl)nc12	1	2%	-2	14%	2%	13	8	2%	-1%	12%[11.5 µM]
Cc1ccccc1NC(=O)Nc1cccs1	-9	1%	-6	9%	-10%	18	0	1%	7%	-1%
CCC(=O)N1CCc2cc(S(=O)(=O)NCCC(=O)Nc3ccc(OC)cc3)ccc21	2	3%	12	-1%	-5%	2	10	2%	0%	2%

Screening results deposited in PubChem BioAssay by National Center for Advancing Translational Sciences (NCATS).

These rows are one share of the data; count on the stated rates, not on these rows.
